Compound activity as filed in PubChem.
SIAE inh = human SIAE inhibitors, primary screen, biochemical, fluorescence polarization, FP-Rh probe, 1536-well HTS; Sialate O-acetylesterase (Homo sapiens), Q9HAT2; SIAE FP-Rh probe binding; inhibition, % at 9.66 µM; 0.69% of 370,000 active; AID 1053197, 2014;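 active = inhibition above a cutoff: mean of compounds within the control limits plus 3 SD of those, cut at about 17% in these data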;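 also: 0% = plate median of compound wells and 100% = probe without SIAE protein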
mABHD4 FP = ABHD4 inhibitors, primary screen, biochemical, fluorescence polarization, mouse | (Lyso)-N-acylphosphatidylethanolamine lipase (Mus musculus), Q8VD66 | purified mABHD4, FP-Rh probe fluorescence polarization | inhibition, % at 8.92 µM | 0.54% of 370,000 active | AID 720543, 2013;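 active = inhibition exceeding the mean over every tested compound plus 3 SD, cut at about 30% in these data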;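 also: 0% = plate median of compound wells and 100% = S159A mutant with DMSO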
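Assay system: mouse ABHD4 enzyme, wild type / Also added: fluorescent activity-based probe FP-Rh / Doses: single nominal dose of 8.92 µM, 0.89% DMSO final / Timing: 45 min compound pre-incubation plus 60 min probe step, 25 °C / Signal: FP readout, ex 525 nm / em 598 nm / Control set: S159A mutant/DMSO as 100%, compound-well median as 0%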
HTRA1 inhibitor = HTRA1 serine protease inhibitors, primary screen, biochemical, fluorescence polarization, HTS. recombinant HTRA1, FP-rhodamine activity-based probe. inhibition, % at 5.96 µM. 0.5% of 340,000 active; in the data active = inhibition above about 36%;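 also: 0% = enzyme with DMSO and 100% = wells lacking enzyme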
TDP2 absorb = human TDP2 enzyme inhibitors, primary screen, biochemical, epi absorbance, recombinant enzyme; Tyrosyl-DNA phosphodiesterase 2 (Homo sapiens), O95551; T5PNP hydrolysis, p-nitrophenol absorbance 415 nm; inhibition, % at 12.8 µM; 0.34% of 370,000 active; AID 720702, 2013;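 active = inhibition above the mean of all tested compounds plus 3 SD, set per campaign, cut at about 25% in these data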;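 also: 0% = DMSO with enzyme and 100% = buffer with substrate but no TDP2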
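Assay system: Recombinant human TDP2 | Quantity: 120 nM TDP2 per well | Incubation: 2 h at 37 °C | Signal: Epi absorbance | Evaluation: Percent inhibition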
TCR-CD3 inh = inhibitors of human TCR-CD3 interaction, primary screen, biochemical, fluorescence, TAMRA-labeled TCR probe. T-cell receptor (TCR). inhibition, % at 9.4 µM. 0.37% of 360,000 active. AID 651800, 2012; in the data active = inhibition above about 19%;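 also: recombinant mutant TCR 2C K166C tagged with TAMRA read by polarization; 0% = receptor in buffer alone and 100% = receptor with positive control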
rCAG RNA binder = binders of r(CAG) RNA repeats, primary screen, biochemical, fluorescence; r(CAG) RNA repeat, TO-PRO-1 dye displacement fluorescence; inhibition, % at 3 µM; 1.3% of 370,000 active; AID 651821, 2012;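 active = inhibition above the plate cutoff, the mean of all test compounds on that plate plus 3 SD, cut at about 35% in these data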;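 also: 0% = DMSO alone and 100% = 100 µM mitoxantrone as full dye displacement; higher means more dye released from RNA so lower well fluorescence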
LEDGF integ inh = blockers of LEDGF/p75-dependent integrase strand transfer – biochemical, TR-FRET, high throughput, primary screen; AID 743269, 2014; 0.64% of 370,000 active; inhibition, % at 3.7 µM; HIV-1 integrase (with human LEDGF/p75); TR-FRET IN-LEDGF/p75 DNA integration, Eu/Cy5;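 active = inhibition above the screen-wide mean plus 3 SD, cut at about 13% in these data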;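 also: signal is the Cy5 over europium emission ratio at 671 and 618 nm; 0% = plate median of compound wells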
NPR2 activator = human GC-B receptor activators, primary screen, HEK293 GC-B cells, cGMP TR-FRET, EC30 CNP; Atrial natriuretic peptide receptor 2 (Homo sapiens), P20594; 0% at EC30 CNP, 100% saturating CNP; activation, % at 10 µM; 0.11% of 370,000 active; AID 1920062, 2024;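 active = activation at 10 µM reaching about 35% in either raw or pattern-adjusted values, limit read from the data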
Target sequence (P20594 whole entry, looked up): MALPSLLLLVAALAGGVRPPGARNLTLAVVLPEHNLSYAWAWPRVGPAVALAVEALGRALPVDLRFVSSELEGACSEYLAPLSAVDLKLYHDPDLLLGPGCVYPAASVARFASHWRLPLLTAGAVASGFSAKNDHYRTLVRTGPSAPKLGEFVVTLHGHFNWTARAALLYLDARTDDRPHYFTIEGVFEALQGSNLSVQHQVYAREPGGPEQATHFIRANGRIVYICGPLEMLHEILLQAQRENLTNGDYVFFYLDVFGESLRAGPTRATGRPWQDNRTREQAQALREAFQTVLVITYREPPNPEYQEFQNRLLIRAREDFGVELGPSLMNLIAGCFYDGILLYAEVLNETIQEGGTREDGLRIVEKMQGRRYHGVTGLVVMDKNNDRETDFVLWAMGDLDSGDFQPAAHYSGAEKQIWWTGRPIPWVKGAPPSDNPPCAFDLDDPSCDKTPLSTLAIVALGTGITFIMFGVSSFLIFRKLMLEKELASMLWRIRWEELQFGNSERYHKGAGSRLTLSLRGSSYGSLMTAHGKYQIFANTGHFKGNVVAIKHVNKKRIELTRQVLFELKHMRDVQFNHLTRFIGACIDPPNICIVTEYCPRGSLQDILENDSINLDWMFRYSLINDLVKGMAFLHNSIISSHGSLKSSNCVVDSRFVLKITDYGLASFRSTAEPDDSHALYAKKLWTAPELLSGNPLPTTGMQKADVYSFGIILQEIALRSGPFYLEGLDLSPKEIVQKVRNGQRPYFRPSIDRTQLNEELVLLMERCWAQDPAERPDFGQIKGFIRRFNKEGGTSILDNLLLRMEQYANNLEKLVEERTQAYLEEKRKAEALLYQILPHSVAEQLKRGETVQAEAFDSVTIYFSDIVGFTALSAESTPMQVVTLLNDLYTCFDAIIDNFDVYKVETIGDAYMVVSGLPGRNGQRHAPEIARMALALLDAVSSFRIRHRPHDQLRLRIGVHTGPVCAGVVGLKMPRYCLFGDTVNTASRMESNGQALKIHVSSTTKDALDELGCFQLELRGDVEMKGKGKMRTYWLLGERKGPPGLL
PRMT1 inh = PRMT1 methyltransferase inhibitors, primary screen, biochemical, fluorescence polarization. inhibition, % at 2.79 µM. 1.3% of 370,000 active. AID 652257, 2013. Protein arginine N-methyltransferase 1 (Homo sapiens), Q99873. recombinant PRMT1, activity-based probe fluorescence polarization;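 active = inhibition above about 21% made by adding two undisclosed values, limit read from the data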
MBD2 DNA inh = inhibitors of MBD2 binding to methylated DNA, primary screen, biochemical, TR-FRET, DNA-binding domain, human; Methyl-CpG-binding domain protein 2 (Homo sapiens), Q9UBB5; MBD2 binding to methylated oligonucleotide; inhibition, % at 4.4 µM; 0.31% of 370,000 active; AID 686964, 2013; in the data active = inhibition above about 13%
The depositor's hits bear a star; . = no result given; & = joins results of further samples.

cpd	mol	SIAE inh	mABHD4 FP	HTRA1 inhibitor	TDP2 absorb	TCR-CD3 inh	rCAG RNA binder	LEDGF integ inh	NPR2 activator	PRMT1 inh	MBD2 DNA inh
1	COc1ccc(C2CC(=O)c3cnn(-c4nc(C)cc(C)n4)c3C2)cc1OC (stereo not given)	3	4	12	-16	-10	-3	-4	-2	6	-2
2	COc1ccc(C(C)(C)C)cc1NC(=S)NCCN1CCOCC1	-2	5	-1	5	-1	-6	-2	3	6	0
3	O=C(Nc1cccnc1)c1cn(-c2ccccc2)nc1-c1cccs1	-52	-61	-66	1	7	9	2	-4	-3	-1
4	O=C(O)c1ccc2c(c1)ncn2C1CCCCCC1	7	3	4	-1	5	0	3	-6	0	-2
5	Cc1ccc(NS(=O)(=O)c2cccc(C(=O)N/N=C/c3ccc4c(c3)OCCO4)c2)c(C)c1	-34	-86	-69	-1	9	8	-4	1	2	0
6	O=C(O)COCC(=O)N1CCN(C(c2ccccc2)c2ccccc2)CC1	2	3	10	4	8	-3	-4	1	-1	-3
7	O=C1CCC[C@@H]2Cc3nc4ccc(O)cc4cc3[C@@H]3CCN1[C@H]23	2	12	16	12	0	8	5	0	5	4
8	COc1ccccc1N1CC(C(=O)Nc2ccccc2N2CCCC2)CC1=O (stereo not given)	2	0	6	-8	-4	0	0	4	-1	-1
9	Cc1cc(C(=O)N2CCN(c3ncccn3)CC2)c(C)o1	-1	5	-3	-6	10	-2	-1	3	0	2
10	CCOc1ccc(CN(CCC#N)C(=S)NC(=O)c2ccccc2)cc1	4	8	0	2	6	6	3	-1	3	0
11	CC(C)CN1C(=O)C[C@]2(C(=O)N(C)c3ccc(NC(=O)c4cc(F)ccc4F)cc32)C1c1ccccc1 (stereo not given in full)	-3	2	.	3	.	0	0	8	-1	8
12	COC(=O)Cc1ccc(NC(=S)N2CCCC(C)C2)cc1 (stereo not given)	-3	1	-2	-10	-10	-1	-4	9	0	1
13	CCOC(=O)C1=C(C)NC(C)=C(C(=O)OCC)C1C(=O)OCC(=O)NC(C)C	13&2	-2&8	6&0	-3&8	6&-1	0&-6	-3&3	-3&2	1&1	0&-1
14	O=C(CN1C(=O)NC2(CCCc3ccccc32)C1=O)c1ccc(Br)cc1 (stereo not given)	13	-2	-20	1	7	4	6	-3	1	-4
15	C=CCn1c(SCCNC(C)=O)nc2cc(-c3ccccc3)sc2c1=O	3	-1	-2	6	-3	-1	0	-3	4	-1
16	CC(C)CCN1CCN(Cc2cnc(-c3ccccc3)s2)CC1CCO (stereo not given)	-6	4	5	-5	0	-11	-3	5	-1	4
17	Cc1c(C(=O)Nc2cccc(S(=O)(=O)N3CCOCC3)c2)oc2ccc(Br)cc12	0	-8	-7	-10	1	4	2	-1	-4	-8
18	O=C(O)c1cocc1C(=O)O	1	6	1	6	1	-1	-2	-1	1	-2
19	COc1cccc(CN(C)C(=O)CC2C(=O)NCCN2C2Cc3ccccc3C2)c1 (stereo not given)	1	-6	10	-8	-1	-6	-1	0	5	-2
20	COC1=CC(=O)OC(c2cccc(Cl)c2)C1 (stereo not given)	-3	2	.	7	5	1	-3	-2	3	-3
21	Cc1ccc(N2C(=O)NC(NS(=O)(=O)c3ccccc3)(C(F)(F)F)C2=O)cc1C (stereo not given)	5	5	-3	-1	1	2	1	-1	4	-6
22	Cc1ccc(N(Cc2ccccc2)C(=O)c2cccc(S(=O)(=O)N3CCN(C)CC3)c2)cc1	6	1	22	-5	-11	-3	-8	-3	3	-2
23	O=C(CCCc1ccccc1)Nc1cccnc1Cl	-1	-5	-9	-25	-6	2	5	2	-1	-1
24	COc1ccc(N2CC(C(=O)Nc3nnc(C4CCCCC4)s3)CC2=O)cc1 (stereo not given)	-3	-1	9	-27	0	7	-1	0	-3	3
25	CCCCCCC(=O)Nc1ccc(Br)cn1	-5	1	-2	-6	5	-3	2	-6	0	-2
26	COc1ccc(/C=C/C(=O)NC2CCCCCCC2)cc1S(=O)(=O)N1CCOCC1	-7	-10	0	3	4	2	-1	0	-3	1
27	COc1ccccc1OCc1ccc(C(=O)NC(C)(C)C)o1	-1	1	0	0	-5	1	0	0	0	-4
28	O=S(=O)(N/N=C\C=C\c1ccccc1)c1ccc(Cl)cc1	8	1	8	-6	2	12	-3	6	-1	-4
29	Cc1nn(-c2ccccc2)c(C)c1NC(=O)COC(=O)c1cccc(OC(F)F)c1	2	-2	-5	-9	-4	-8	0	11	3	-2
30	C#CCNC(=O)C[C@@H]1C[C@@]2(C(=O)OC)CC(C)(C)CC=C2N(Cc2cccc3ccccc23)C1=O	-2	-5	.	-9	3	8	2	2	1	-3
31	CSc1nc2c(c(=O)[nH]c(=O)n2C)n1C/C=C(\C)Cl	1	-2	4	-5	-8	-1	0	6	9	-1
32	COc1cccc(NC(=O)C2CCN(C(=O)[C@@H]3Cc4ccccc4CN3)CC2)c1	4	-1	-7	-6	0	-2	3	6	0	-4
33	CC1CN(C(=O)c2ccc(COc3ccc(C(C)C)cc3)o2)CC(C)O1 (stereo not given)	9	-2	-14	-7	-2	-5	-1	-2	1	-5
34	CC(C)C1NC(C(=O)O)Cc2c1[nH]c1ccccc21 (stereo not given)	13	0	1	1	-1	-6	1	-2	1	-5
35	Nc1ccc(C(=O)O)c(O)c1	7&-5&1	15&20&8	6&3&5	-1&-3&2	-5&7&5	4&2&3	-1&0&3	-5&4&1	16&-1&1	1&-3&-4
36	O=C(NCc1ccc2c(c1)OCO2)c1ccc(CSCc2cccc(Cl)c2)o1	-7	-21	-25	-7	11	3	1	0	2	5
37	COc1ccccc1N1CCN(CC(=O)Nc2ccccc2C(=O)NC(C)c2ccccc2)CC1 (stereo not given)	2	-6	-2	-4	-1	1	0	3	-1	-2
38	CC1CCCN(Cc2c(O)ccc3c(=O)c(-c4ccc(Cl)cc4)coc23)C1 (stereo not given)	2	3	7	-5	-8	-1	-2	1	1	-2
39	CC(C)N(C(=O)COC(=O)c1ccc([N+](=O)[O-])cc1)c1ccccc1	6	2	4	-3	-9	-4	2	0	2	-2
40	COC(=O)C1=C(Nc2ccc(C)cc2)C=C(C)C(C(=O)OC)C1c1ccc(F)cc1 (stereo not given)	-6	-9	-10	-19	-2	-4	5	0	-2	-4
41	CC(C)C[C@H]1CN([C@@H](CC(C)C)CN2CCC[C@@H]2CN2C(=O)C(=O)NC[C@@H]2Cc2ccccc2)C(=O)C(=O)N1CC1CCCCC1	6	-3	-6	-5	5	2	-1	-2	-4	0
42	COCc1cc(=O)[nH]c(N2CCN(c3ccccc3OC)CC2)n1	-1	-3	1	1	0	-7	-4	-6	1	-1
43	COc1ccccc1N1CCN(C(=O)c2sc3ncn(CC(=O)N4CCC(C)CC4)c(=O)c3c2C)CC1	3	-12	3	-9	0	-5	3	0	-7	2
44	CCOCCCNC(=O)C1c2ccccc2Oc2ccccc21	-3	6	3	9	-1	-5	-2	-5	2	9
45	C/C(CC(=O)Nc1cccc(Cl)c1)=N\NC(=O)Cc1ccc(Cl)cc1	-1	-14	-1	15	3	5	1	-5	1	-3
46	OCCNCc1cccc(Br)c1	-5	7	-15	-1	-5	-1	-6	1	6	1
47	CCOc1ccc2nc(Cl)c(C3CC(c4ccco4)=NN3S(C)(=O)=O)cc2c1 (stereo not given)	-8	-2	-9	1	3	6	0	-3	5	-2
48	Cc1ccc(-n2c(NN)nc3ccccc3c2=O)c(C)c1	3	-2	3	-6	7	3	1	2	0	0
49	O=C(CC(O)CCc1ccccc1)c1ccc(O)cc1 (stereo not given)	7	3	-9	-5	-4	-4	4	-11	-5	-8
50	CC(=O)c1cccc(N(C(=O)c2ccco2)C(C(=O)NC2CCCC2)c2ccccc2F)c1 (stereo not given)	-1	-3	-14	3	0	2	4	-2	3	-3

Of the compounds above, these contain a Cl atom.
cpd	mol	SIAE inh	mABHD4 FP	HTRA1 inhibitor	TDP2 absorb	TCR-CD3 inh	rCAG RNA binder	LEDGF integ inh	NPR2 activator	PRMT1 inh	MBD2 DNA inh
20	COC1=CC(=O)OC(c2cccc(Cl)c2)C1 (stereo not given)	-3	2	.	7	5	1	-3	-2	3	-3
23	O=C(CCCc1ccccc1)Nc1cccnc1Cl	-1	-5	-9	-25	-6	2	5	2	-1	-1
28	O=S(=O)(N/N=C\C=C\c1ccccc1)c1ccc(Cl)cc1	8	1	8	-6	2	12	-3	6	-1	-4
31	CSc1nc2c(c(=O)[nH]c(=O)n2C)n1C/C=C(\C)Cl	1	-2	4	-5	-8	-1	0	6	9	-1
36	O=C(NCc1ccc2c(c1)OCO2)c1ccc(CSCc2cccc(Cl)c2)o1	-7	-21	-25	-7	11	3	1	0	2	5
38	CC1CCCN(Cc2c(O)ccc3c(=O)c(-c4ccc(Cl)cc4)coc23)C1 (stereo not given)	2	3	7	-5	-8	-1	-2	1	1	-2
45	C/C(CC(=O)Nc1cccc(Cl)c1)=N\NC(=O)Cc1ccc(Cl)cc1	-1	-14	-1	15	3	5	1	-5	1	-3
47	CCOc1ccc2nc(Cl)c(C3CC(c4ccco4)=NN3S(C)(=O)=O)cc2c1 (stereo not given)	-8	-2	-9	1	3	6	0	-3	5	-2

Not all compounds are listed (hit frequency here may not be typical).
